High-throughput results deposited in PubChem by National Center for Advancing Translational Sciences (NCATS).
CHX counter: counter-screen for Shiga toxin inhibitors: cycloheximide protein synthesis inhibition | cell reporter, cycloheximide protein synthesis inhibition counterscreen | max response, % | 300,000 compounds, 12% hits | AID 2314; in the data active means max response mostly above about 13%, no sharp cut-off; inactive means mostly below about 14%; further: read at 38.3 µM for the half of the compounds with a filed dose; 0% is about no effect
TbPYK inhibitor: blocks Trypanosoma brucei pyruvate kinase. Q57TT1. TbPYK enzyme, Kinase-Glo Plus ATP luminescence, 45 min. AID 624173. Potency, µM (doses to about 76.8 µM), inactives show at the top dose activity, negative = inhibition, most hits filed as inhibitors. 410,000 compounds, 0.12% hits; further: potency means the concentration at half of the fitted maximal effect; on the % scale 0 is the no-effect control and ±100 the full control effect; nearly all actives have a fitted effect of over 50% in size
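Luminescence from Kinase-Glo Plus, added after a 45-minute room-temperature reaction, served as the end-point read-out. The enzyme and substrate were preincubated with compound before ADP (130 uM final) initiated turnover. Concentration-effect curves came from normalized qHTS data.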
Pf growth 48h: inhibits P. falciparum growth in the first generation, 48 h; Potency, µM (doses to about 28.7 µM), without a hit: at the highest dose activity change, negative = inhibition, usual class: inhibitors; 310,000 compounds, 5.9% hits; P. falciparum luciferase growth in erythrocytes, 48 h; further: potency means the concentration at half of the fitted maximal effect; on the % scale 0 is the no-effect control and ±100 the full control effect
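In quantitative HTS format, infected erythrocytes bearing luciferase-reporter parasites were treated for a single generation at 37 C. Luminescence after adding detection reagent served as the growth measure.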
Shiga inhibitor: Shiga toxin inhibition | Vero cells, Shiga toxin protein synthesis inhibition reporter | 290,000 compounds, 9.2% hits | inhibition, % at 38.7 µM; in the data active means inhibition mostly above about 28%, no sharp cut-off; inactive means mostly below about 43%; further: 0% is about no effect
AmpC inh no detg: inhibitors of E. coli AmpC beta-lactamase without detergent; AmpC nitrocefin hydrolysis, absorbance 480 nm, 0.0001% Triton; P00811; Potency, µM (top dose mostly 57.1 µM), without a hit: at the highest dose activity change, negative = inhibition, hits mostly inhibitors; 330,000 compounds, 0.52% hits;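 further: potency means the concentration at half of the fitted maximal effect; plate controls were no compound for no effect and no enzyme for full effect; nearly all actives have a fitted effect of over 20% in size; some results filed as inactive show a strong effect at the top dose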
Target sequence (P00811 whole entry, looked up): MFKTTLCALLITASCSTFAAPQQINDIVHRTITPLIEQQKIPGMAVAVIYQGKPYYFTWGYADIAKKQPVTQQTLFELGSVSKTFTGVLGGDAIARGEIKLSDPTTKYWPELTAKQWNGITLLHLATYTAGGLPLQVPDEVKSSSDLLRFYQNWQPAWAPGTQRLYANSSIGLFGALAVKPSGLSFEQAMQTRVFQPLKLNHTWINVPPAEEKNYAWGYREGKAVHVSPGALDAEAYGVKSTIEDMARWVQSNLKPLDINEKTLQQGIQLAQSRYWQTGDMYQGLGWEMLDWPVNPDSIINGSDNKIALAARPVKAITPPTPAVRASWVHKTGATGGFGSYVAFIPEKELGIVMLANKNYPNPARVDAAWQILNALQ
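AmpC (5.3 nM in the dispensed reagent) in 20 mM phosphate pH 7.0 with 0.01% (detergent screen) or 0.0001% Triton X-100 was preincubated with compounds for 15 min at room temperature. Nitrocefin was then added from an 800 uM solution, and hydrolysis was followed at 480 nm.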
Pf growth 96h: P. falciparum growth inhibition at 96 hours; P. falciparum luciferase reporter growth, 96 h; 320,000 compounds, 6.9% hits; Potency, µM (highest dose often 28.7 µM), without a hit: top-dose activity change, negative = inhibition, most hits filed as inhibitors; further: potency means the concentration at half of the fitted maximal effect; on the % scale 0 is the no-effect control and ±100 the full control effect
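Plates of compound plus infected erythrocytes (2% hematocrit, 0.05% parasitemia final) incubate 96 hours, 37 C, 5% CO2. Detection reagent added; reduced luminescence from the parasites' luciferase reporter flags inhibition.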
LmPK inh: LmPK (Leishmania mexicana) enzyme inhibition; Q27686; purified LmPK, Kinase-Glo ATP luminescence, 1 h; Potency, µM (doses to about 57.5 µM), inactives show at the top dose activity change, negative = inhibition, actives largely listed as inhibitors; 290,000 compounds, 0.37% hits; further: potency means the concentration at half of the fitted maximal effect; on the % scale 0 is the no-effect control and ±100 the full control effect
Target sequence (Q27686 whole entry, looked up): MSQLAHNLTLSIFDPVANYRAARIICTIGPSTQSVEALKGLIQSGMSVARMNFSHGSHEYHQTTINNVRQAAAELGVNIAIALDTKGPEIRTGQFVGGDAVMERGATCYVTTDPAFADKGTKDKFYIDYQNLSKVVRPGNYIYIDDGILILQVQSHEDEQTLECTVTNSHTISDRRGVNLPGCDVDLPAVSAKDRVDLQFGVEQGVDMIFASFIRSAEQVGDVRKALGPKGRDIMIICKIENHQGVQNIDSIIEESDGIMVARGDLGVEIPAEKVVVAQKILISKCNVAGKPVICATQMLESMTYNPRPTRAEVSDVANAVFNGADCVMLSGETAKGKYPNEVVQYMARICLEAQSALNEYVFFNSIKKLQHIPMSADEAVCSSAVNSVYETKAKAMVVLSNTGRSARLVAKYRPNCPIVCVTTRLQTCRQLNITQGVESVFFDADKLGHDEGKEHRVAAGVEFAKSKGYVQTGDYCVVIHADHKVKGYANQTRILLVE
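Screened at intermediate enzyme activity to detect both inhibitors and activators: LmPK at 0.1 nM, with a 0.5 nM enzyme column as activation reference. PEP 0.5 mM, ADP 0.1 mM; ATP detected by luminescence after 1 h.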
Active calls of the source: *; ? = inconclusive; nt = not tested or not shown; & = joins results of further samples; [ ] = remark or other dose. Unless noted, the call rests on the fitted dose curve; in most records, active means well fitted curve in the direction sought with a large enough effect; inconclusive means small, poorly fitted or top-dose-only effect, or another doubt; inactive means no such curve, though single readings can be large; an effect the other way counts as inactive or inconclusive.

SMILES	CHX counter	TbPYK inhibitor	Pf growth 48h	Shiga inhibitor	AmpC inh no detg	Pf growth 96h	LmPK inh
Cc1ccc(N=Nc2c(N)n[nH]c2N)cc1	41.4*	6.1%	91.2%[activator]	49.2*	-22.7%	-66.0%	2.2%
COc1ccc(N2C(=O)C3CCCCC3C2=O)cc1NC(=O)c1ccccc1 (stereo not drawn)	3.5	-4.9%	1.6%	45.7	-33.7%	10.5%	-1.8%
COc1cc(-c2nnc3sc(-c4ccco4)nn23)cc(OC)c1OC	-2.6	0.3%	-8.9%	-4.6	-18.8%	4.0%	-4.1%
CN(C)S(=O)(=O)N(CC(=O)NCc1ccccc1)c1ccccc1	-0.6	3.0%	25.0%	-5.1	-10.4%	-1.5%[5.75 µM]	3.5%
Nc1nc(SCC(=O)Nc2ccccc2)nc2nc3c(cc12)CCCC3	17.4*	0.4%	54.1%[activator]	62.6*	15.8µM*	-15.9%	0.7%
Cc1cccc(NNC(N)=S)c1	-1.3	-1.6%	0.0%	6.8	-12.5%	35.7%[1.15 µM]	-1.1%
CC(Cc1ccccc1)NC(=S)CN1CCCC1=S (stereo not drawn)	8.2	-5.3%	-9.5%	-6.1	-16.2%	0.7%	-2.0%
C=CCC1CCCCC12NC(=O)NC2=O (stereo not drawn)	0.6	-0.1%	1.5%	-7.1	-13.8%	?	-1.9%
Cc1cccc(C(=O)NNC(=O)c2ccc(-c3ccccc3)cc2)c1	-0.6	2.8%	7.7%	-8.5	-40.4%	?	-6.6%
COCC(COCCCNC(=O)Nc1ccc(Br)cc1)OC (stereo not drawn)	7.9	4.9%	1.4%	27.9	10.8%	35.1%[activator]	3.3%
CCOc1ccc2nc(N(CCN(CC)CC)C(=O)c3ccc([N+](=O)[O-])cc3)sc2c1	-1.9	1.8%	-21.1%	-15.1	-4.0%	0.0%	-0.9%[11.5 µM]
Cc1cc(C)c(C)c(S(=O)(=O)NCc2ccc(C(=O)N3CCOCC3)cc2)c1C	-1.9	-3.5%	8.28µM*	-30.9	143.1%[activator]	42.7%[activator]	0.1%
c1ccc2c(c1)nc(NC1CCCCC1)c1nncn12	-1.6	0.1%	11.2%	-2.9	25.7%	-5.8%	6.0%
Cc1ccc(S(=O)(=O)N2CCOCC2)cc1NC(=O)C(c1ccc(Cl)cc1)C(C)C (stereo not drawn)	nt	-6.2%	?	nt	57.4%	?	nt
COC(=O)CCC/C=C1/SCC(NC(=O)c2ccccc2)C1NC(C)=O (stereo not drawn)	-4.3	2.1%	0.4%	28.3	39.8%	4.7%	-0.2%
O=C(CNc1ccc2c(c1)OCO2)N/N=C\c1ccccc1Cl	12.5	61.5%[activator]	16.1%	12.6	-44.0%	46.3%[activator]	0.4%
Cc1ccc(C(=O)Nc2ccc(S(=O)(=O)N3CCOCC3)cc2)cc1C	1.2	-0.7%	?	11.8	-5.5%	29.9%	-0.5%
NC(=O)COc1ccc(C23CC4CC(CC(C4)C2)C3)cc1	32.3*	-1.6%	48.0%[activator]	58.8*	-10.7%[11.4 µM]	0.0%	1.4%
COc1cccc(C=O)c1OCCCOc1cccc2cccnc12	38.3*	4.4%	112.7%[activator]	66.0*	4.8%	0.0%	1.6%
O=C(COC(=O)C1CC1)Nc1nc(-c2ccc(F)c(F)c2)cs1	nt	-2.6%	22.6%	nt	-22.9%	37.6%[activator]	nt
Cc1cnc(NC(=O)Nc2ccccc2)c(C)n1	-3.3	-8.2%	nt	4.1	-2.9%	-1.7%	-0.8%
COc1cc(C(=O)N/N=C/c2coc3ccccc3c2=O)cc(OC)c1OC	2.5	-11.5%	75.1%[activator]	39.9	-27.6%	152.3%[activator]	-9.1%
CCN(CC)C(=O)CC(c1cc(OC)c(OC)c(OC)c1)c1c(O)cc(OC)cc1OC (stereo not drawn)	-3.3&-5.3	-1.6%	?	0.8&-6.6	14.2%	?	4.9%
CC(C)N1CN=C(Nc2nc3ccccc3o2)NC1	37.0*	0.4%	31.0%[activator]	37.2*	2.4%	?	2.8%
O=C(CSc1nc2c(sc3ccccc32)c(=O)n1CCCN1CCCC1)NCc1ccco1	-6.6	4.0%	-27.5%	-12.8	48.0%	?	-6.8%
Cc1ccc(S(=O)(=O)NCCC(=O)NC2CCC(C)CC2)cc1 (stereo not drawn)	nt	1.8%	-2.5%	nt	-0.7%	?	nt
CC(C)P(=O)(Cc1cccc(C#N)c1)C(C)C	-3.0	0.0%	2.2%	-10.0	-12.0%	38.7%[activator]	-0.1%
Cc1ccc(S(=O)(=O)N2CCC(C(=O)N3CCCC(C(F)(F)F)C3)CC2)cc1C (stereo not drawn)	nt	0.9%	?	nt	85.2%[activator]	?	nt
CC(C)(C)c1ccc(C[C@H](C(=O)O)N2C(=O)c3ccc(C(=O)O)cc3C2=O)cc1	-6.5	nt	-9.7%	0.9	-26.4%	12.0%	nt
CCc1ccc(NC(=O)C(=O)NCCN2CCN(S(C)(=O)=O)CC2)cc1	6.6	-3.0%	8.3%	-3.2	-0.2%	21.6%	0.4%

Some of the entries so far, bar-delimited:
mol | CHX counter | TbPYK inhibitor | Pf growth 48h | Shiga inhibitor | AmpC inh no detg | Pf growth 96h | LmPK inh
O=C(COC(=O)C1CC1)Nc1nc(-c2ccc(F)c(F)c2)cs1 | nt | -2.6% | 22.6% | nt | -22.9% | 37.6%[activator] | nt
Cc1cnc(NC(=O)Nc2ccccc2)c(C)n1 | -3.3 | -8.2% | nt | 4.1 | -2.9% | -1.7% | -0.8%
COc1cc(C(=O)N/N=C/c2coc3ccccc3c2=O)cc(OC)c1OC | 2.5 | -11.5% | 75.1%[activator] | 39.9 | -27.6% | 152.3%[activator] | -9.1%

More compounds.
SMILES	CHX counter	TbPYK inhibitor	Pf growth 48h	Shiga inhibitor	AmpC inh no detg	Pf growth 96h	LmPK inh
CCn1c(SCC(=O)N/N=C/c2cccs2)nc2ccccc21	0.6	-1.1%	1.0%	29.1	-20.7%	-2.3%	-1.3%
COc1ccccc1-n1c(SCC(=O)Nc2cccc(C)c2)nc2c(c1=O)SCC2	-3.6	-7.5%	nt	-6.4	-10.3%	10.4µM*	11.9%
CC1=CC(=C(C#N)C#N)C=C(C)N1CCN1CCN(C(=O)Nc2cccc(Cl)c2)CC1	-2.4	-7.0%	?	-4.5	-10.5%	?	1.2%
CC(ON1CC1(C(F)(F)F)C(F)(F)F)(C(N)=O)C(N)=O (stereo not drawn)	-3.3	-12.2%	-14.4%	-6.3	-8.8%	35.4%[activator]	5.3%
O=C1C(Cl)=C(NCC2CCCO2)C(=O)N1Cc1ccccc1 (stereo not drawn)	-0.9	-3.8%	36.5%[activator]	-4.5	-8.7%	-3.4%	2.6%
Cc1ccccc1OCc1nnc(SCC(=O)Nc2c(C)n(C)n(-c3ccccc3)c2=O)n1-c1ccccc1	-2.2	?	-11.3%	-11.5	102.5%[activator]	-12.4%	-0.9%
Cc1ccccc1CN1CCN(C(C)C(=O)NNC(=O)c2ccc(F)cc2)CC1 (stereo not drawn)	nt	-10.8%	-13.6%	nt	-38.2%	?	nt
Cc1cc(CSc2ccccc2)ccc1NC(=O)c1cccc([N+](=O)[O-])c1	-0.7	-1.0%	?	-12.6	-24.8%	?	0.4%
COc1ccccc1C(=O)NCc1ccccc1	7.0	-0.8%	9.3%	17.7	-0.9%	-11.5%	-1.3%
Cc1cc(NC(=O)CCC(=O)N(Cc2ccc(F)cc2)C(C(=O)NC2CCCC2)c2ccco2)no1 (stereo not drawn)	-2.3	2.5%	-27.8%	-22.7	33.1%	-1.0%	-3.1%
CCN(CC)c1nc2ccccc2nc1-n1nc(C)cc1C	-4.3	0.8%	?	-4.5	25.9%	nt	-8.8%
NC(=S)c1cnn2c(-c3cccc(C(F)(F)F)c3)ccnc12	8.6	-1.2%	nt	0.9	-6.4%	?	-1.1%
Cc1ccccc1C(=O)NC(=S)N(C)C1CCCCC1	26.3*	-14.0%	14.7µM*	30.9*	4.5%	?	-7.8%
Cc1ccc(C(=O)CCC(=O)N2CCC(C(N)=O)CC2)cc1	-3.3	-4.8%	-23.1%	-11.5	-19.2%	-3.9%	4.5%
Cc1nc(-c2ccc(F)cc2)c(CC(=O)N(C)CC(=O)Nc2c(C)cccc2C)s1	nt	-1.6%	?	nt	46.8%	-26.7%	nt
Cc1ccc(Cn2nnc3c(=O)[nH]c(C4CCN(S(=O)(=O)c5cc(C)ccc5C)CC4)nc32)cc1	-2.1	-21.2%	5.22µM*	-12.1	-3.1%	nt	-0.2%
COc1ccc(-c2ccc(C)cc2)cc1[C@H]1[C@@H]2C=CCC[C@@]2(C)C(=O)N1Cc1ccccc1	-0.5	-6.0%	11.7µM*	-10.6	10.4%	?	-2.2%
Cc1ccc(S(=O)(=O)N2CCN(C(=O)c3ccccc3Cc3ccccc3)CC2)c(C)c1	-2.1	1.0%	?	-3.9	39.6%	9.28µM*	3.3%
NC12CCc3c(no[n+]3[O-])C1(O)CC(c1ccccc1)=[N+]2[O-] (stereo not drawn)	3.1	-9.1%	nt	2.2	-12.6%	-22.6%	0.8%
CC(C)CC(NC(=O)C(COC(C)(C)C)NC(=O)C(Cc1ccc(O)cc1)NC(=O)C(CO)NC(=O)C(Cc1c[nH]c2ccccc12)NC(=O)C(Cc1cnc[nH]1)NC(=O)C1CCC(=O)N1)C(=O)NC(CCCN=C(N)N)C(=O)N1CCCC1C(=O)NNC(N)=O (stereo not drawn)	-8.4	1.9%	4.7%	14.8	nt	-11.9%	nt
Nc1nc(-c2ccc(-n3nncc3-c3ccco3)cc2)cs1	-2.0	-13.1%	?	17.0	?	?	0.2%
CC(C)C(=O)Nc1ccc(Cl)cc1-c1nc2ccccc2[nH]c1=O	-1.2	-0.2%	-4.7%	nt	-32.0%	?	0.8%
C=CCc1ccc(OCC(O)CN2CCC(Cc3ccccc3)CC2)c(OC)c1 (stereo not drawn)	7.6	-7.3%	?	-7.5	50.6%	?	0.8%
COc1ccc2[nH]c(C(=O)N/N=C/c3ccc(O)cc3O)cc2c1	7.9	-0.3%	6.57µM*	17.2	-20.2%	?	4.0%
Cc1c(C(=O)NC2CCCc3ccccc32)oc2ccccc12 (stereo not drawn)	5.8	0.1%	-17.4%	-4.4	-22.4%	nt	7.6%
CN1CCN(CC#CCC2(O)c3ccccc3-c3ccccc32)CC1	5.2	-1.6%	2.5%	5.0	-15.0%	11.8%	1.0%
Cc1ccc(Cl)cc1N1CCN(C(=O)C2CCN(S(=O)(=O)c3cnc[nH]3)CC2)CC1	0.2	-0.9%	-6.4%	-2.5	76.4%[activator]	2.62µM*	-12.0%
O=C(CCNS(=O)(=O)c1cccs1)NC1CCN(Cc2ccccc2)CC1	11.9	-1.2%	-18.6%	-12.3	-22.4%	67.7%[activator]	0.3%
O=Cc1cn(-c2ccccc2)nc1-c1ccncc1	5.3	-3.1%	14.9%[5.75 µM]	-2.7	-7.1%	6.9%[5.75 µM]	-2.2%
Cc1ccc(NC(=O)C2CCN(S(=O)(=O)c3ccc4[nH]c(=O)oc4c3)CC2)cc1F	15.3	-16.7%	?	-3.4	-26.8%	31.5%[activator]	7.8%
